Screening results as filed in PubChem BioAssay.
Growth percent in the NCI-60 one-dose screen (48 h, 10 µM unless noted): 100 = growth as untreated, 0 = no growth, -100 = all killed.
CAKI-1: CAKI-1 renal cancer. hit rate 4.7% among 75,000
SNB-75: SNB-75 CNS cancer | hit rate 5% among 79,000 | AID 1794750
A498: A498 renal cancer cells; AID 1794774; hit rate 5.4% among 76,000
SF-268: SF-268 CNS cancer cells | hit rate 3.1% among 82,000
SF-295: SF-295 CNS cancer cells. hit rate 5.6% among 79,000. AID 1794758
SNB-19: SNB-19 CNS cancer cells. AID 1794751. hit rate 2.5% among 81,000
SF-539: SF-539 CNS cancer; hit rate 6.8% among 81,000
U251: U251 CNS tumor cells. hit rate 5.4% among 80,000. AID 1794753
NCI-H23: NCI-H23 lung cancer; hit rate 4% among 80,000; AID 1794731
Active calls of the source: *; . = no result given; & = joins results of further samples; [ ] = dose if it differs, or a comment. Rule for the calls: active = growth percent below 10; inactive = the rest.

SMILES	CAKI-1	SNB-75	A498	SF-268	SF-295	SNB-19	SF-539	U251	NCI-H23
O=C(NCc1ccc(Cl)cc1Cl)C1CCC(=O)N1C(=O)NCc1ccc(Cl)cc1Cl (stereo not given)	.	85	109	99	97	103	101	99	93
CCOc1nc(-c2ccccc2)cc2c(O)c(C(=O)N/N=C/c3ccccc3)[nH]c(=O)c12	104	122	91	106	134	105	112	106	111
C=CCC1CCCCC1=O (stereo not given)	91	87	115	104	106	107	96	102	101
COc1cc2nc3cc([N+](=O)[O-])ccc3c(Cl)c2cc1OC	101	104	7.3*	100	103	106	96	89	99
COc1ccc(NS(=O)c2c(C)cc(C)cc2C)cc1 (stereo not given)	80	83	69	79	96	95	102	94	100
Cc1cc(N2CCOCC2)nc(N(CCNc2ccnc3cc(Cl)ccc23)Cc2ccco2)n1	.	59	51	72	6.2*	41	-32*	6.1*	58
O=C(O)c1ccccc1C(F)(F)F	88	77	74	96	96	99	94	96	67
O=C(O)C1OCC2(CO1)COC(C(=O)O)OC2 (stereo not given)	.	84	.	105	.	102	109	109	107
O=C(NCc1cccnc1)c1sc2cc([N+](=O)[O-])ccc2c1Cl	85	91	67	100	93	97	104	90	97
CCOC(=O)c1[nH]c(=O)c2ccccc2c1O	100	99	95	106	102	109	92	109	101
CN1C(=O)C(C(=O)/C=C/c2ccc(Cl)cc2)C(=O)N(C)C1=O	.	102	99	98	107	107	108	98	102
C[C@H]1[C@H](C)CC[C@]2(C(=O)O)CC[C@]3(C)C(=CC[C@@H]4[C@@]5(C)C/C(=C/c6cccnc6)[C@H](O)C(C)(C)[C@@H]5CC[C@]43C)[C@H]12	7.7*[100 µM]	-3.8*[100 µM]	19[100 µM]	22[100 µM]	-27*[100 µM]	3.0*[100 µM]	-42*[100 µM]	-57*[100 µM]	14[100 µM]
CCOC(=O)C(=O)Cc1nc(OCc2ccccc2)cc(OCc2ccccc2)n1	95	90	96	96	103	99	94	91	96
CO/C=C/CC/C(C)=C/CC/C(C)=C/CCc1ccoc1	93	83	70	105	102	92	106	102	102
O=C(CSc1ccc(-c2ccc(Cl)cc2)nn1)Nc1ccc(Cl)c(C(F)(F)F)c1	61	59	90	74	56	72	61	73	74
COc1cc2ccc(-c3ccc4ccccc4n3)cc2cc1OC	91	98	85	102	78	99	112	100	90
O=c1c2c(c3ccccc3n1-c1ccccc1)NC(=S)NC2c1ccccc1 (stereo not given)	105	.	102	104	121	99	95	107	98
Cc1ccc(NCCN(C)C)c2c(=O)c3ccccc3sc12	-20*	41	38	17	29	20	31	11	40
COc1ccc(-c2cc(/C=C/C(=O)c3ccc(N)cc3)[nH]n2)cc1OC	31	37	53	19	41	52	7.8*	29	52
CCCCCOC(=O)c1cccc(NC(=O)CNCC(C)C)c1	93	101	99	110	109	111	104	112	100
COc1ccsc1/C=N/NC(=O)c1[nH]c2ccc(Br)cc2c1-c1ccccc1	3.5*	20	20	17	-7.8*	22	-18*	6.6*	9.1*
O=C1N(Cc2ccccc2)c2ccccc2S(=O)(=O)N1c1cccnc1Cl	98	123	107	100	96	96	98	91	95
O=C(c1ccccc1)c1ccc([N+](=O)[O-])cc1	109	96	98	112	125	99	92	102	98
COc1ccc(Cn2cc(CNC(=O)c3cccnc3Nc3ccc(OC)cc3OC)nn2)cc1	98	99	90	96	98	102	109	101	.
NC/C(=C/F)COc1ccc2nc(N3CCC(O)CC3)oc2c1	65	49	38	94	102	105	100	107	98
CC(C)N=C=NC(C)C	83	91	99	103	83	105	96	92	104
CN1/C(=C/C=N/NC(=O)c2ccc(=O)n(C)c2)C(C)(C)c2ccccc21	46	83	119	108	81	93	104	89	95
CCN(CC)CCSc1cc(C)c2ccc(N)nc2n1	110	96	97	116	92	98	106	96	113
N#Cc1cn(-c2ccc(Cl)cc2Cl)c(C(=O)c2ccc(F)cc2)c1N	92	95	104	97	101	93	89	103	100
O=C(O)C1C2OC3C(OC(=O)C31)C2Br (stereo not given)	97&100	87&83	100&89	101&102	115&102	100&116	118&98	106&101	102&115
c1ccc(-c2nc(-c3c[nH]c4ncccc34)cs2)cc1	90[100 µM]	88[100 µM]	124[100 µM]	92[100 µM]	103[100 µM]	103[100 µM]	81[100 µM]	101[100 µM]	90[100 µM]
O=C(CSc1nc2ccc([N+](=O)[O-])cc2[nH]1)Nc1cccc(C(F)(F)F)c1	1.1*	25	-6.8*	24	33	15	36	16	1.7*
CCN(CC)c1ccc(/C=N/NC(=O)c2ccc(S(C)(=O)=O)cc2)cc1	94	95	95	107	96	102	99	105	102
CCCC(=O)Nc1ccc(NS(C)(=O)=O)cc1OC	99	70	101	110	78	103	99	97	103
Cc1cc(C)c2c(Cn3nnc(C(=O)O)c3C)cc(=O)oc2c1	97	102	94	94	92	87	104	101	98
c1cc2cccc3c2c(c1)c1sc2c4cccc5cccc(c54)c2c31	92	94	110	101	105	99	108	101	92
CCC(C)c1ccccn1 (stereo not given)	89	105	99	95	81	109	96	98	107
C#CCN1CCCC(O)C1 (stereo not given)	98	87	100	119	102	111	96	91	103
CCCCCCCCOC(=O)C(C)OC(=O)OCCOCCOC(=O)OC(C)C(=O)OCCCCCCCC (stereo not given)	96	102	119	103	94	104	109	106	113
O=C1/C(=C/c2ccc(F)cc2)Sc2c(Br)cccc21	81	88	93	79	87	96	75	70	50
N#Cc1c(-c2ccccc2)cc(-c2ccccc2)n(CCC(=O)O)c1=O	46	.	.	67	37	56	62	38	73
CC(=O)CC1(O)C(=O)c2cccc3cccc1c23 (stereo not given)	98	.	120	106	112	105	112	105	103
CCN(CC)C(=O)c1ccncc1	110	87	107	101	105	99	105	101	117
O=c1[nH]c([C@@H]2CCCN2)nc2c1oc1ccc(Cl)cc12	42	7.8*	6.3*	65	53	75	13	43	61
O=S(=O)(Nc1nccs1)c1ccc(NC2Nc3nc4ccccc4nc3S2)cc1 (stereo not given)	89	57	96	99	96	94	93	97	98
C[C@@]1(CO)C[C@@H](O)C[C@]2(C)[C@@H]1CC[C@@]13C[C@@H]4[C@@H](C[C@H]12)[C@]4(C)C3	93	90	.	99	99	96	98	101	105
CCOC(=O)C(=Cc1cccc(Cl)c1)C(=O)OCC	61	35	112	26	77	52	9.3*	27	57
O=C(CN1CCCCC1)Nc1ccc(-c2nc3ccccc3s2)cc1	91	98	.	100	96	100	100	77	79
COc1cc(NC(=O)Nc2ccc3c(ccn3C(=O)c3cccc(F)c3)c2)cc(OC)c1	87	72	75	85	77	78	90	87	88
N#CCC(=O)NCc1nc2ccccc2[nH]1	86	88	113	101	100	102	101	101	95
Cc1cc(NC(=O)Nc2cccc(Cl)c2Cl)ccc1-n1ccc2c(NC(=O)c3ccccc3)nccc21	94	106	111	110	87	106	104	95	112
CC(=O)Nc1ccc(C(N)=S)cc1	101	98	86	97	106	102	115	93	97
Nc1nc(Nc2ccccc2SSc2ccccc2Nc2nc(N)nc(-c3ccccc3)n2)nc(-c2ccccc2)n1	25	56	79	49	26	74	96	-23*	51
CCC(C)N(C)c1ccc(N(C)C(C)CC)cc1 (stereo not given)	103	99	103	112	123	101	108	103	103
Cc1ccc(S(=O)(=O)NN=C(c2ccccc2)c2ccccc2)cc1	85	92	96	95	98	97	97	97	94
CCN(CC)c1cc(N)c(Cc2c(N)cc(N(CC)CC)cc2Cl)c(Cl)c1	66	8.9*	77	37	32	35	44	22	11
Fc1cccc(-c2cnn3cc(-c4ccccc4)cnc23)c1F	71	36	83	83	59	69	83	44	82
CCCCN(CCCC)C(=O)C(Cl)Cl	93	88	108	106	.	106	104	99	106
COc1cc(F)c(F)c(Nc2ccc(I)cc2F)c1NS(=O)(=O)C1(C[C@H](O)CO)CC1	30	41	-48*	53	60	43	53	36	13
COc1ccc(-c2cc(-c3cccnc3)nc3oc(C(=O)c4ccc(Cl)cc4)c(N)c23)cc1OC	80	79	99	95	100	95	99	88	98
Following part
SMILES	CAKI-1	SNB-75	A498	SF-268	SF-295	SNB-19	SF-539	U251	NCI-H23
Clc1ccnc(Cl)n1	.	98	117	100	105	99	102	99	97
CC(=O)Oc1ccc(S(=O)(=O)c2ccc(OC(C)=O)c(C)c2)cc1C	101	92	103	94	115	110	102	97	103
CC(C)(O)c1ccccc1-c1ccccc1	98	126	105	108	110	100	101	94	104
S=C(NNc1ccc(-c2ccccc2)nn1)Nc1ccccc1	84	69	84	96	98	97	94	101	90
Nc1[nH]nc2nc(-c3ccccc3)n3c4ccccc4nc3c12	83	88	89	107	93	106	103	102	100
COC(=O)CCCCCCCCCCC(=O)c1ccccc1	106	105	.	112	114	109	100	102	105
Cc1ccc([C@H]2c3[nH]c4ccccc4c3C[C@H]3C(=O)N(CCCCCCC(=O)NO)CC(=O)N23)s1	60	36	76	88	78	63	58	65	78
C=CC(=O)NC(C)C	101	86	101	105	107	104	101	98	105
CCC(=N)C(c1ccccc1)(c1ccccc1)C(C)CN(C)C (stereo not given)	93	90	76	98	98	104	97	92	100
CC(=O)Nc1ccc2c(c1)C(=O)c1ccccc1C2=O	94	91	99	.	101	101	91	104	94
Cc1c2c(c(C#N)c(=O)n1Cc1ccccc1)CCCC2	91	78	78	97	93	93	102	114	87
CCCCn1sc(=O)n(Cc2ccc(CNC(=O)C(C)c3ccc(CC(C)C)cc3)cc2)c1=O (stereo not given)	94	97	92	94	102	89	95	89	90
CC(C)(C)OC(=O)Nc1ccc(-c2ccc3nnnn3c2)cc1	107	100	83	108	105	94	97	94	103
O=C(CN/N=C/c1ccc(Cl)cc1)n1nnnc1-c1ccccc1	92	95	98	99	93	101	90	93	105
C[C@]12CC[C@@H]3c4ccc(O)cc4CC[C@H]3[C@@H]1CC[C@@H]2NS(=O)(=O)c1cccc(C(F)(F)F)c1	43	65	72	62	.	79	92	.	61
Cc1c(CCO)c(=O)oc2cc(OCC(O)CNC(C)C)ccc12 (stereo not given)	104	95	88	101	100	108	96	98	103
N#C/C(=C\c1cccc(Br)c1)C(=O)c1ccccc1	100	88	96	105	103	100	100	92	105
CN(CCNc1ccc(C(=N)N)cc1)c1ccc(C(=N)N)cc1	62	97	58	99	54	104	101	81	81
C=CCn1c(SCC(=O)Nc2ccc(C(=O)/C=C/c3ccc(OC)cc3)cc2)nnc1-c1cc(-c2ccccc2)nc2ccccc12	93	91	111	95	100	96	94	107	90
NC(=O)n1c(=O)n(-c2cccc(C(F)(F)F)c2)c(=O)c2cc(-c3ccc(F)cc3F)ccc21	-22*	-18*	-26*	17	-10*	11	15	6.6*	-6.0*
Nc1nc(C(=O)N/N=C/c2ccc(N3CCOCC3)cc2)nn1-c1ccc(S(N)(=O)=O)cc1	90	83	107	99	104	102	105	98	100
C=CCN=C(N)SCc1ccccc1	100	91	.	112	96	95	100	102	98
Cc1ccc2c(c1)C(C)Cc1c(Cl)ncnc1N2C (stereo not given)	31	50	-19*	23	18	30	29	18	21
CC(C)(C)c1cc([N+](=O)[O-])c(O)c([N+](=O)[O-])c1	98	87	77	99	95	100	105	81	113
O=C(Cn1ccnc1[N+](=O)[O-])NCc1ccccc1	91	97	108	99	105	110	102	106	96
CN(C)c1ccc(/C=C/c2c(F)cccc2F)cc1	95	88	77	94	97	105	98	90	84
Cc1ccc(C2C=C(c3ccc(Cl)cc3)N=C3SC=CN32)c(Br)c1 (stereo not given)	65	76	87	92	96	74	90	60	85
O=C(Nc1ccccc1F)Oc1cccc(OC(=O)Nc2ccccc2F)c1	93	69	138	108	111	101	93	99	88
CC(=O)OCC1O[C@@H](Oc2ccc3c(c2)CC[C@@H]2[C@@H]3CC[C@]3(C)[C@@H](O)CC[C@@H]23)C(OC(C)=O)[C@@H](OC(C)=O)[C@H]1OC(C)=O (stereo not given in full)	98	107	.	110	79	104	104	127	88
O=S(=O)(NCCNc1nccc(-c2c(-c3ccc(F)c(O)c3)nc3sccn23)n1)c1ccc(Cl)cc1	20	50	31	32	29	46	43	42	42
